Source: PubChem
APJ antag – antagonists of human apelin receptor APJ, primary screen, CHO-K1 cells, beta-arrestin complementation, luminescence; P35414; inhibition, % at 20 µM; 0.32% of 330,000 active; AID 2521, 2010;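 active = inhibition above about 40% at 20 µM, limit read from the data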;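 note: cells challenged with 10 nM apelin-13 agonist together with compound; plate controls were apelin-13 plus DMSO wells for no effect and DMSO wells lacking apelin-13 for full effect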
Target sequence (P35414 whole entry, looked up): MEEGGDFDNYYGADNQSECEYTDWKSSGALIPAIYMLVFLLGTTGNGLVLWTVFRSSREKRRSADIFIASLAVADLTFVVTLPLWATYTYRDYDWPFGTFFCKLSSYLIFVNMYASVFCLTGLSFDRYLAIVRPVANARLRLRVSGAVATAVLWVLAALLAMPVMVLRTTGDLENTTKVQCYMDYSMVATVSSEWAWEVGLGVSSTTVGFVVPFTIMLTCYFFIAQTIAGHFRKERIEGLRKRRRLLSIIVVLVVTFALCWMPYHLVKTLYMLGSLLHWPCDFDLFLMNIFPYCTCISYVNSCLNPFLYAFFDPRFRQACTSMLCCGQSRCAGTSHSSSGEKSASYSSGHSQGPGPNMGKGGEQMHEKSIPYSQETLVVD
tim23-1 inh – growth inhibitors of tim23-1 mutant yeast, primary screen, luminescence, uHTS; inhibition, % at 20 µM; 1.3% of 330,000 active; AID 463212, 2010; S. cerevisiae tim23-1 growth, BacTiter-Glo luminescence, 24 h;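 active = growth inhibition of the mutant yeast at or above 50%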;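 note: temperature-sensitive mutant grown at 25 °C; plate controls were DMSO-treated mutant yeast for no effect and medium wells lacking yeast for full effect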
Mdm2 MdmX PPI – inhibitors of human Mdm2-MdmX association, primary screen, cell-based, luminescence, split luciferase, SaOS-2, uHTS | 3% of 330,000 active | inhibition, % at 8 µM | Protein Mdm4 (Homo sapiens) + E3 ubiquitin-protein ligase Mdm2 (Homo sapiens), … | SaOS-2 split-luciferase Mdm2/MdmX complementation;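 active = inhibition of at least 50% at 8 µM in the primary screen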
APJ agonist – agonists of human apelin receptor APJ, primary screen, CHO-K1 cells, PathHunter beta-arrestin, luminescence; P35414; 0% DMSO wells, 100% apelin; activation, % at 20 µM; 0.11% of 330,000 active;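 active = activation more than six SD over the plate average, tested at 20 µM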;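 note: 0% = DMSO alone and 100% = apelin-13 at 10 nM; some results filed as inactive read as strong as hits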
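Assay system: CHO-K1 APJ beta-arrestin complementation cell line / Compound: single test compound dose, 20 µM final, 1% DMSO / Times: overnight seeding, 90 min compound at 25 °C, 1 h detection / Technique: beta-gal luminescence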
697 NFkB inh – inhibitors of PMA/ionomycin-induced NF-kB reporter, 697 cells, primary screen, B-cell NF-kB inhibitor project, cell-based, luminescence, uHTS | 0.33% of 330,000 active | 697 B-cell NF-kB luciferase reporter, 16 h | AID 435022, 2010 | inhibition, % at 4 µM; in the data active = inhibition above about 35%
XBP1 UPR activ – activators of adaptive XBP1 UPR arm, primary screen, cell-based, CHO-XBP1 luciferase reporter, luminescence, uHTS | IRE1-XBP1 UPR activation; percent of tunicamycin response, DMSO as zero | 0.33% of 330,000 active | activation, % at 20 µM | AID 463104, 2010;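 active = versus positive control, 20 µM dose yields 30% or more activation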;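 note: 100% = tunicamycin at 10 µg/mL and 0% = DMSO only wells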
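Material: CHO cell line with stable XBP1 luciferase reporter; buffer or medium: F12 medium containing 10% fetal bovine serum; compound: single point, 20 µM final compound, 1% DMSO; incubation: 6 h treatment, 37 °C; measured by: glow luminescence from Steady-Glo reagent; evaluation: activation, % of tunicamycin; control set: tunicamycin high, DMSO low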
Jurkat NFkB inh – inhibitors of induced NF-kB luciferase reporter, primary screen, TCR NF-kB activation inhibitor project, cell-based, luminescence, uHTS. Jurkat, PMA/ionomycin-induced NF-kB luciferase reporter. inhibition, % at 4 µM. 0.53% of 330,000 active; in the data active = inhibition above about 50%
CHOP UPR activ – activators of apoptotic CHOP UPR arm, primary screen, cell-based, CHO-CHOP luciferase reporter, luminescence, uHTS | 0.34% of 330,000 active | activation, % at 10 µM | AID 449763, 2010 | UPR activation; percent of tunicamycin response over DMSO baseline;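 active = at 10 µM dose, activation of 40% or more, normalized to positive control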;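 note: 100% = tunicamycin at 10 µg/mL and 0% = DMSO alone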
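System: CHO-CHOP luciferase reporter cell line | Buffer or medium: F12 medium containing 10% fetal bovine serum | Doses: One dose, 10 µM in 0.5% DMSO | Times: 6 h compound exposure at 37 °C after overnight seeding | Signal: Luciferase luminescence | Read-out: % activation vs tunicamycin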
* hit, by the source's call.

SMILES	APJ antag	tim23-1 inh	Mdm2 MdmX PPI	APJ agonist	697 NFkB inh	XBP1 UPR activ	Jurkat NFkB inh	CHOP UPR activ
Cc1cccc(C)c1NC(=O)Cn1cnc2c(=O)n(C)c(=O)n(C)c21	3	-9	2	0	1	1	2	1.4
CCCCN1C=C(C(=O)OC)C(c2ccccc2Cl)C(C(=O)OC)=C1	13	26	-25	-3	8	3	9	3.0
CC1=CC(=C(C#N)c2nc3ccccc3s2)C=C(C)N1CC1CCCO1 (centres undefined)	-39	19	21	7	5	0	-3	2.7
CCC(=O)N1CCN(c2ccc(NC(=O)COc3ccccc3[N+](=O)[O-])cc2)CC1	-10	-3	18	1	-11	3	6	-1.1
Cc1ccc(OCc2nc(-c3ccccn3)no2)cc1	7	46	-96	0	-210	-3	-109	1.6
CCOC(=O)C1(Cc2ccccc2)CCN(Cc2cnn(-c3ccccc3)c2)CC1	12	11	16	-1	-9	-1	-19	-1.1
COc1ccc(C(C(=O)NC2CCCCC2)N(C(=O)c2ccccn2)c2cccnc2)cc1 (centres undefined)	5	20	16	-2	-7	-2	0	-2.6
CC(=O)Nc1ccc(S(=O)(=O)NC(CC(=O)N(C)Cc2ccccc2)C(C)C)cc1 (centres undefined)	6	0	11	0	-4	1	7	-1.1
O=C(Cc1cccc2ccccc12)NNC(=O)Nc1cccc(Cl)c1	-2	23	14	5	19	-2	1	-2.2
O=C(COc1cccnc1[N+](=O)[O-])Nc1ccc2c(c1)OC(F)(F)O2	0	34	-11	0	-4	-4	-8	-0.3
C=CCn1c(SCC(=O)C(C)(C)C)nnc1-c1ccccn1	-19	10	14	-5	14	2	-3	-0.3
O=C(NCC1CCCO1)/C(=C\c1ccco1)NC(=O)c1ccccc1 (centres undefined)	11	19	3	-3	-1	1	-3	-1.1
CCNC(=S)N/N=C/c1cc(Br)cc(Br)c1OC	15	8	17	-4	14	-1	1	-0.6
O=C(Nc1cccnc1Cl)C1c2ccccc2Oc2ccccc21	27	-4	-25	-2	3	1	5	0.2
C#CC[N+](C)(C)CCCCCCCCCCCC	8	-11	84*	-1	30	0	71*	-0.6
CC(=O)N1CCOc2ccc(S(=O)(=O)NCCc3ccc(C)cc3)cc21	-2	20	12	-1	-14	2	-8	1.9
Cc1ccc(C(=O)COC(=O)CCc2ccc(S(=O)(=O)N3CCCCC3)cc2)cc1	6	-2	30	2	1	-1	8	1.8
N#CC1(P(=O)(c2ccccc2)c2ccccc2)CCCC1	3	16	10	-1	-5	-3	-2	0.3
COc1ccccc1NS(=O)(=O)c1cccc(NC(=O)C(C)NC(=O)c2ccco2)c1 (centres undefined)	29	9	13	-7	0	-5	-14	0.3
CCOC(=O)NC(=O)/C(C#N)=C/c1ccc(N(C)C)cc1	23	17	9	-1	-14	1	1	2.6
CC(C)c1ccc(NC2CCCN(C(=O)CSc3nncn3C)C2)cc1 (centres undefined)	8	9	29	-2	4	-5	15	3.5
COc1cc(C(=O)NC(C)CCn2cccn2)ccc1OC1CCN(C(C)=O)CC1 (centres undefined)	3	-9	22	-3	2	-5	0	1.2
Cc1cc(C)cc(OCCNC(=O)C(C)N2C(=O)c3ccccc3C2=O)c1 (centres undefined)	-41	18	17	2	7	-3	2	-0.7
CCn1c(=O)c(C(=O)NCc2ccc(F)cc2)c(O)c2ccccc21	10	39	29	-4	-1	-2	7	-0.4
CSCCC(=O)N1CCC(CCC(=O)NC2CC2)CC1	-34	12	11	-1	-5	-6	-5	-1.5
CN(C)C(=O)N1CCC(C(=O)NCc2ccc(F)cc2Cl)CC1	9	6	16	-2	13	-5	-14	0.6
Cc1nn(-c2ccccc2)c2[nH]c(=O)c(CNCC3CCCO3)cc12 (centres undefined)	5	-5	22	0	34	0	2	0.4
Cc1cccc(Nc2nnc(SC3CCOC3=O)s2)c1C (centres undefined)	-8	8	16	2	0	2	9	2.3
Cn1c(CCc2ccc(N)cc2)nc2ccccc21	-7	-8	-81	-2	-100	-3	-100	1.0
CCN1CCN(Cc2cccc(Oc3ccc(Cl)cc3)c2)CC1	14	16	27	-2	-39	-4	-4	-0.8
O=C(C=C1CCN(c2ncc(C(F)(F)F)cc2Cl)CC1)NNC(=O)Nc1ccccc1	1	13	16	2	-3	2	12	0.4
COc1ccc(NC(=O)COc2ccccc2C#N)c(S(=O)(=O)N2CCCCC2)c1	0	-4	11	3	9	-1	-17	-1.7
Cc1ccc(C)c(S(=O)(=O)Nc2ccc3cn[nH]c3c2)c1	-6	10	11	-4	-24	1	0	0.3
Cc1ccccc1C(=O)NC1CCN(CC(=O)Nc2ccccc2)CC1	10	13	-21	-3	-2	-3	-1	1.3
COc1ccc(-n2c(C)cc(C(=O)CN3C(=O)C(=O)N(Cc4ccccc4)C3=O)c2C)cc1	-3	21	49	-2	0	-2	10	-2.0
O=C(CN1C(=O)NC2(CCCCC2)C1=O)NCCC1=CCCCC1	14	-4	11	-1	12	-1	1	-1.1
Cc1ccc(S(=O)(=O)Nc2cc(C(=O)NCCN(C)C)ccc2N2CCCCC2)cc1	7	14	25	-1	-1	5	0	0.1
O=C(Cn1cc(C(=O)C2CC2)c2ccccc21)Nc1ccc(F)cc1	-8	13	3	1	17	-1	-7	-1.7
COC(=O)c1c(NC(=O)c2ccccc2OC)sc(C(=O)N2CCOCC2)c1C	5	27	39	0	16	13	10	1.9
CCN(CC)S(=O)(=O)c1ccc(NC(=O)CN(c2cccc(C)c2)S(C)(=O)=O)cc1	1	7	-14	-1	-37	-3	-9	-0.4
CCS(=O)(=O)c1ccc(-c2csc(-c3ccc(Cl)cc3)n2)c(Cl)c1Cl	-2	22	15	0	-13	0	-13	0.8
COc1ccc2[nH]c3c(=O)n(Cc4ccc(C(=O)N5CCC(C(N)=O)CC5)cc4)c(=S)[nH]c3c2c1	12	-9	7	-1	25	2	2	2.0
Cc1nn(-c2ccccc2)c2c1c(C)c(CCC(=O)NCC1CCCO1)c(=O)n2C (centres undefined)	-9	29	-9	-2	0	-3	20	0.6
O=C(NCC1CCCO1)c1cccc(Oc2ccc([N+](=O)[O-])cc2Cl)c1 (centres undefined)	3	9	-1	-3	5	0	6	-0.7
CC(C)c1nc(SCC(=O)Nc2ccc3c(c2)OCO3)n[nH]1	-12	5	-21	0	-33	3	-22	-2.0
CCc1ccc2c(COC(=O)CNS(=O)(=O)c3ccc(NC(C)=O)cc3)cc(=O)oc2c1	-1	13	-3	6	-38	0	-21	1.8
Nc1cc(=O)[nH]c(SCC(=O)Nc2ccccc2Sc2ccccc2)n1	0	9	19	-1	-1	-3	-8	1.5
COc1ccc(OC)c(NC(=O)c2cccc(N3C(=O)C4C5CCC(C5)C4C3=O)c2)c1 (centres undefined)	-12	11	-6	6	-19	-9	-8	1.4

Sorted by SMILES length (lowest first): 16 of the compounds above
SMILES	APJ antag	tim23-1 inh	Mdm2 MdmX PPI	APJ agonist	697 NFkB inh	XBP1 UPR activ	Jurkat NFkB inh	CHOP UPR activ
CCNC(=S)N/N=C/c1cc(Br)cc(Br)c1OC	15	8	17	-4	14	-1	1	-0.6
CCN1CCN(Cc2cccc(Oc3ccc(Cl)cc3)c2)CC1	14	16	27	-2	-39	-4	-4	-0.8
C=CCn1c(SCC(=O)C(C)(C)C)nnc1-c1ccccn1	-19	10	14	-5	14	2	-3	-0.3
CN(C)C(=O)N1CCC(C(=O)NCc2ccc(F)cc2Cl)CC1	9	6	16	-2	13	-5	-14	0.6
CCn1c(=O)c(C(=O)NCc2ccc(F)cc2)c(O)c2ccccc21	10	39	29	-4	-1	-2	7	-0.4
Cc1nn(-c2ccccc2)c2[nH]c(=O)c(CNCC3CCCO3)cc12 (centres undefined)	5	-5	22	0	34	0	2	0.4
Cc1cccc(C)c1NC(=O)Cn1cnc2c(=O)n(C)c(=O)n(C)c21	3	-9	2	0	1	1	2	1.4
CCOC(=O)C1(Cc2ccccc2)CCN(Cc2cnn(-c3ccccc3)c2)CC1	12	11	16	-1	-9	-1	-19	-1.1
O=C(COc1cccnc1[N+](=O)[O-])Nc1ccc2c(c1)OC(F)(F)O2	0	34	-11	0	-4	-4	-8	-0.3
CCS(=O)(=O)c1ccc(-c2csc(-c3ccc(Cl)cc3)n2)c(Cl)c1Cl	-2	22	15	0	-13	0	-13	0.8
Cc1ccc(C(=O)COC(=O)CCc2ccc(S(=O)(=O)N3CCCCC3)cc2)cc1	6	-2	30	2	1	-1	8	1.8
COc1ccccc1NS(=O)(=O)c1cccc(NC(=O)C(C)NC(=O)c2ccco2)c1 (centres undefined)	29	9	13	-7	0	-5	-14	0.3
CC(=O)Nc1ccc(S(=O)(=O)NC(CC(=O)N(C)Cc2ccccc2)C(C)C)cc1 (centres undefined)	6	0	11	0	-4	1	7	-1.1
CCC(=O)N1CCN(c2ccc(NC(=O)COc3ccccc3[N+](=O)[O-])cc2)CC1	-10	-3	18	1	-11	3	6	-1.1
COc1ccc(OC)c(NC(=O)c2cccc(N3C(=O)C4C5CCC(C5)C4C3=O)c2)c1 (centres undefined)	-12	11	-6	6	-19	-9	-8	1.4
CCN(CC)S(=O)(=O)c1ccc(NC(=O)CN(c2cccc(C)c2)S(C)(=O)=O)cc1	1	7	-14	-1	-37	-3	-9	-0.4
